Assay outcomes as filed in PubChem.
HT1080 IDH1KD tx: toxicity to HT-1080 IDH1 knockdown cells (counter line) | AID 686971 | HT-1080 IDH1 knockdown viability, ATP luminescence, 48 h | 360,000 compounds, 2% hits | Potency, µM (titrated, usually from 46.1 µM), without a hit: at the highest dose activity, negative = toxicity, usual class: cytotoxic;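 also: potency is read from the fitted curve at half-maximal effect; 0% = DMSO wells and -100% = cell-free medium wells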
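HT-1080-IDH1KD cells (IDH1 knocked down), 750/well in RPMI with 5% FBS, treated with compound 48 h at 37 degrees C. Viability by CellTiter-Glo luminescence, normalised to DMSO and no-cell wells; concentration-response curves classed.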
KB-3-1 cytotox: KB-3-1 parental cell cytotoxicity; Potency, µM (series often up to 46.1 µM), for the others: at the highest dose activity change, negative = cytotoxic, actives largely listed as cytotoxic; KB-3-1 viability, CellTiter-Glo ATP luminescence, 72 h; 400,000 compounds, 1.4% hits; also: potency is read from the fitted curve at half-maximal effect; % is scaled to controls: 0 for no effect and ±100 for the full control effect; nearly all actives have a fitted effect of over 60% in size
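72 h, 37 °C compound treatment of KB-3-1 parental cells; CellTiter-Glo added, 10 min, luminescence read. Data corrected against DMSO-only plates and normalized before curve fitting.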
SW480 rereplic: DNA re-replication induction in SW480 cells | Potency, µM (series often up to 46.1 µM), for inactives: top-dose re-replication activation, hits mostly activators | SW480 DNA re-replication, Hoechst DNA content imaging, 48 h | 340,000 compounds, 1.8% hits; also: potency is read from the fitted curve at half-maximal effect; % of control where 0% means no effect; nearly all actives have a fitted effect of over 55% in size
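SW480 cells exposed to compounds for 48 hr at 37 C, 5% CO2, then Hoechst-stained 40 min. Nuclear DNA content imaged by fluorescence scanning (405 nm excitation, 500-530 nm emission); re-replication scored as increased high-intensity nuclei.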
MCF10A rerep: DNA re-replication induction in MCF 10a cells; MCF 10A DNA re-replication, Hoechst nuclear intensity, 48 h; Potency, µM (top dose mostly 46.1 µM), for the others: at the highest dose activity, positive = re-replication, actives largely listed as activators; 350,000 compounds, 2.9% hits; also: potency is read from the fitted curve at half-maximal effect; % of control where 0% means no effect; nearly all actives have a fitted effect of over 50% in size
KB-V1 cytotox: KB-V1 MDR subline cytotoxicity | KB-V1 MDR cells viability, CellTiter-Glo, 72 h | Potency, µM (series often up to 46.1 µM), for inactives: at the highest dose activity change, negative = cytotoxicity, usual class: cytotoxic | 400,000 compounds, 3.4% hits; also: potency is read from the fitted curve at half-maximal effect; % is scaled to controls: 0 for no effect and ±100 for the full control effect; nearly all actives have a fitted effect of over 60% in size
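KB-V1, DMEM (no phenol red) + 10% FBS; cpd pin-transferred, titration series; 72 h, 37 degrees C; CellTiter-Glo, luminescence. Data normalized, curve-fit.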
ATXN2 expr inh: ATXN2 expression inhibition. HEK-293 ATXN2-luciferase reporter, luminescence, 24 h. Potency, µM (titrated, usually from 57 µM), for inactives: top-dose activity change, negative = inhibition, most hits filed as inhibitors. 360,000 compounds, 0.72% hits; also: potency is read from the fitted curve at half-maximal effect; % is scaled to controls: 0 for no effect and ±100 for the full control effect; nearly all actives have a fitted effect of over 55% in size
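ATXN2-luciferase reporter cells (luciferase flanked by upstream and downstream ATXN2 gene portions) were treated 24 h at 37 °C with compounds at up to 57 uM. SteadyGlo luminescence gave expression; GF-AFC fluorescence gave viability.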
WRN inhibitor: blocks human WRN helicase; 360,000 compounds, 0.46% hits; Potency, µM (doses to about 114 µM), without a hit: at the top dose activity change, negative = inhibition, most hits filed as inhibitors; Q14191; WRN helicase unwinding, fluorescent forked duplex, kinetic; also: potency is read from the fitted curve at half-maximal effect; % is scaled to controls: 0 for no effect and ±100 for the full control effect; nearly all actives have a fitted effect of over 55% in size
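Fluorescence dequenching readout, ex 525 nm/em 598 nm, kinetic mode: forked duplex DNA (100 nM final) with adjacent fluorophore and quencher unwound by WRN (20 nM final) with 2 mM ATP. Compound preincubation 15 min, room temperature.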
HT1080-NT tox: kills 2HG-producing HT-1080-NT fibrosarcoma cells | Potency, µM (series often up to 46.1 µM), without a hit: at the top dose activity, negative = less viability, actives largely listed as cytotoxic | HT-1080-NT fibrosarcoma viability, CellTiter-Glo ATP luminescence, 48 h | 360,000 compounds, 1.6% hits;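 also: NT is the 2HG producing partner of a matched IDH1 knockdown line; potency is read from the fitted curve at half-maximal effect; 0% = DMSO-treated cells and -100% = media-only wells without cells; nearly all actives have a fitted effect of over 55% in size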
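HT-1080-NT fibrosarcoma cells (2HG-overproducing), 750 cells/well in RPMI with 5% FBS, dosed after 2 h and incubated 48 h at 37C. CellTiter-Glo luminescence normalized to DMSO and no-cell wells; concentration-response curves fitted and classed.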
IL1B secr inh: inflammasome signaling inhibition, IL-1 beta readout | 360,000 compounds, 4.7% hits | activity change, % at 57.5 µM | THP-1 LPS/ATP IL-1B secretion, AlphaLISA, 16 h; stronger effect = lower value; in the data active = activity change below about -50%; inconclusive = mostly about -30% to -49%; also: % is scaled to controls: 0 for no effect and ±100 for the full control effect
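THP-1 cells pretreated 1 hr with compounds (up to 57.5 uM final), then stimulated with LPS (250 ng/mL final) plus ATP (1.25 mM final); secreted IL-1B measured by AlphaLISA after 16 hr, decreased signal indicating inhibition.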
Starred values were filed as active, the others as inactive; ? = inconclusive; nt = not tested or not shown; [ ] = another dose, or the depositor's remark. Unless noted, calls follow the shape of the dose curve; as a rule, active = well fitted curve in the direction sought with a large enough effect; inconclusive = small, poorly fitted or top-dose-only effect, or another doubt; inactive = no such curve, though single readings can be large; an effect the other way counts as inactive or inconclusive.

#1 COc1cc(OC)c(OC)cc1/C=N/Nc1ccc(Cl)nn1
#2 Cc1cccc(NC(=O)C2(c3ccccc3)CCOCC2)c1
#3 CCOC(=O)C1(Cc2ccccc2C)CCCN(C(=O)c2ccc(OC)o2)C1 (stereo unspecified)
#4 CC(C)COc1ccc(C(=O)N/C(=C\c2cccc([N+](=O)[O-])c2)C(=O)O)cc1
#5 COc1ccc(OC)c(/C=C2\SC(=S)N(NS(=O)(=O)c3ccc(C)cc3)C2=O)c1
#6 Cc1cccc(NC(=O)CCC(=O)Nc2nnc(C3CCCCC3)s2)c1
entry no.	1	2	3	4	5	6
HT1080 IDH1KD tx	8%	-16%	-3%	0%	0%	2%
KB-3-1 cytotox	11%	4%	0%	8%	16%	?
SW480 rereplic	-3%	-1%	20%	-3%	-3%	-5%
MCF10A rerep	-17%	15%	2%	-9%	?	-9%
KB-V1 cytotox	14%	16%	-1%	13%	-8%	0%
ATXN2 expr inh	4%	-10%[11.3 µM]	-6%	1%	-2%	-3%
WRN inhibitor	1%	-7%	3%	-6%	-6%[11.6 µM]	3%
HT1080-NT tox	5%	-2%	0%	30%	-17%	-3%
IL1B secr inh	1	37	-6	18	9	0

Arranged by the number under WRN inhibitor (descending): some entries from above
No. | structure | SW480 rereplic | WRN inhibitor | IL1B secr inh
3 | CCOC(=O)C1(Cc2ccccc2C)CCCN(C(=O)c2ccc(OC)o2)C1 (stereo unspecified) | 20% | 3% | -6
1 | COc1cc(OC)c(OC)cc1/C=N/Nc1ccc(Cl)nn1 | -3% | 1% | 1
2 | Cc1cccc(NC(=O)C2(c3ccccc3)CCOCC2)c1 | -1% | -7% | 37

Entries by screen from the entries so far.
ATXN2 expr inh, entries 1–6, in order: 4%, -10%[11.3 µM], -6%, 1%, -2%, -3%
HT1080 IDH1KD tx, entries 1–6, in order: 8%, -16%, -3%, 0%, 0%, 2%
MCF10A rerep, entries 1–6, in order: -17%, 15%, 2%, -9%, ?, -9%

(cont.)
#7 Cc1cc(C(=O)OCC(=O)c2cccs2)c2ccccc2n1
#8 COc1ccc(CCNC(=O)CN2C(=O)c3ccccc3S2(=O)=O)cc1
#9 COc1cccc(NC(=O)N2CCc3nc(NCc4cccc(Oc5ccccc5)c4)ncc3C2)c1
#10 COc1ccc(CNC(=O)C2CCCN(S(=O)(=O)c3ccc(-n4cnnn4)cc3)C2)cc1 (stereo unspecified)
#11 COc1ccc2c(CC(=O)OCC(=O)Nc3ccc(C)cc3)coc2c1
#12 CCOC(=O)c1[nH]c2ccccc2c1NC(=O)CC(C)C
entry no.	7	8	9	10	11	12
HT1080 IDH1KD tx	11%	-8%	?	2%	-2%	1%
KB-3-1 cytotox	-2%	6%	8.2µM*	15%	-4%	13%
SW480 rereplic	-3%	-3%	nt	-1%	8%	?
MCF10A rerep	-14%	-3%	nt	?	-6%	9%
KB-V1 cytotox	5%	0%	?	-2%	?	?
ATXN2 expr inh	8%	-1%	-27%	-22%	-10%	0%
WRN inhibitor	1%	-4%	11%	-9%	-5%[11.6 µM]	-3%
HT1080-NT tox	1%	0%	?	-2%	23%	0%
IL1B secr inh	19	-3	34	43	24	-14

In a second layout: 2 of the compounds above.
The line under a structure holds: HT1080 IDH1KD tx	KB-3-1 cytotox	SW480 rereplic	MCF10A rerep	KB-V1 cytotox	ATXN2 expr inh	WRN inhibitor	HT1080-NT tox	IL1B secr inh
9	COc1cccc(NC(=O)N2CCc3nc(NCc4cccc(Oc5ccccc5)c4)ncc3C2)c1
    ?	8.2µM*	nt	nt	?	-27%	11%	?	34
12	CCOC(=O)c1[nH]c2ccccc2c1NC(=O)CC(C)C
    1%	13%	?	9%	?	0%	-3%	0%	-14

(listing goes on)
#13 CC1=Nc2ccccc2N=C(NC(=O)c2ccccc2)C1c1ccc(Cl)cc1 (stereo unspecified)
#14 COc1ccc(C2(C)NC(=O)N(CC(=O)NC3CC3)C2=O)cc1 (stereo unspecified)
#15 Cc1ccc(NC(=O)CSc2nnnn2C)cc1S(=O)(=O)N(C)C
#16 Cc1cc2ccccc2n2c(SCC(=O)N3CCc4ccccc4C3)nnc12
#17 CC(CC1CC(C)(C)OC1=O)C(=O)Nc1nncs1 (stereo unspecified)
#18 O=C(c1ccccc1)c1ccc(COC(=O)c2cnccn2)cc1
#19 COc1cccc(CN(C)S(=O)(=O)c2c(C)noc2C)c1OC
#20 CCOc1ccc(NC(=S)N2CCC(C(=O)c3ccc(F)cc3)CC2)cc1
entry no.	13	14	15	16	17	18	19	20
HT1080 IDH1KD tx	-12%	4%	17%	9%	-9%	5%	8%	1%
KB-3-1 cytotox	?	-1%	4%	10%	11%	10%	5%	5%
SW480 rereplic	2%	2%	-3%	2%	0%	-4%	3%	6%
MCF10A rerep	2%	-18%	-4%	19%	7%	13%	4%	?
KB-V1 cytotox	-14%	6%	-3%	?	0%	-6%	-2%	0%
ATXN2 expr inh	?	6%	6%	12%	2%	2%	-3%	-24%
WRN inhibitor	-2%	6%	4%	2%	0%	-4%	1%	1%
HT1080-NT tox	-24%	3%	10%	15%	-12%	1%	2%	3%
IL1B secr inh	-58*	16	14	-5	3	-11	-9	?
